Screens as filed in PubChem BioAssay.
PI4K2A block: PI4K2A (human) kinase inhibition. purified PI4K2A, ADP-Glo luminescence, 1 h; stronger effect = lower value. activity change, negative = inhibition, % at 76.9 µM. 420,000 tested, 0.13% active. AID 1346378; in the data active = activity change below about -50%; inconclusive = mostly about -30% to -49%;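 also: -100% = wells without enzyme as full effect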
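Compounds are screened against recombinant PI4K2A using PI as substrate and ATP, the latter dispensed at 300 microM. Reactions run one hour at ambient temperature before ADP-Glo detection; full inhibition defined by wells lacking enzyme.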
Vif-A3G inh: Vif-A3G binding inhibition | Potency, µM (doses to about 46.1 µM), for inactives: at the top dose activity, negative = active, hits mostly inhibitors | Q9HC16 | 410,000 tested, 0.076% active | AID 602310 | HeLa A3G-eYFP + Vif (tagged APOBEC3G with the HIV-1 protein that degrades it), YFP fluorescence, overnight;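 also: potency is read from the fitted curve at half-maximal effect; % is scaled to controls: 0 for no effect and ±100 for the full control effect; nearly all actives have a fitted effect of over 60% in size; hits raise eYFP signal because A3G escapes Vif-driven loss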
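HeLa cells stably expressing Vif and C-terminally eYFP-tagged A3G, seeded overnight at 37 deg C, then exposed to compound by pintool overnight at 37 deg C. Rise in yellow fluorescence (Ex 488/Em 500-530, Acumen) marks blocked Vif-driven A3G degradation.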
RXFP1 agonist: activates the human relaxin receptor RXFP1 | HEK293T-RXFP1 cAMP TR-FRET, 30 min; response scale: percent of porcine relaxin response, buffer zero | Potency, µM (titrated, usually from 57.5 µM), without a hit: top-dose activation, usual class: activators | 370,000 tested, 0.3% active; also: potency is read from the fitted curve at half-maximal effect; % is scaled to controls: 0 for no effect and ±100 for the full control effect; nearly all actives have a fitted effect of over 60% in size; many of its hits are not listed in these tables
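cAMP rise read by TR-FRET after 30 min, 37C compound exposure (up to 58 uM) in RXFP1-transfected HEK293 cells with Ro 20174 present. EC50 from Hill-equation fits, with 29 nM porcine relaxin as 100% and buffer as basal.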
GRP78 ERSR act: inducers of ER stress response in human glioma cells; U87-MG GRP78 promoter luciferase reporter, 16 h; Potency, µM, without a hit: at the highest dose activation, usual class: activators; 420,000 tested, 0.02% active; also: potency is read from the fitted curve at half-maximal effect; series mostly up to about 76 µM; % of control where 0% means no effect; nearly all actives have a fitted effect of over 35% in size
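ERSR induction read as luciferase luminescence (Bright-Glo, 10 min at room temperature) in stably transfected human U87-MG glioma cells exposed to compounds for 16 h, using GRP78 as sensor.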
LDHA block: inhibitors of human lactate dehydrogenase A; purified LDHA, NADH/diaphorase-resazurin fluorescence; stronger effect = lower value; 480,000 tested, 0.15% active; activity change, % (values are at about 110 or 230 µM); in the data active = activity change below about -30%; inconclusive = mostly about -25% to -30%;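 also: plate controls were DMSO wells for no effect and wells without enzyme for full effect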
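Enzyme activity of human lactate dehydrogenase 5 (2 nM; 0.06 mM NADH, 0.2 mM pyruvate, 5 min, RT) is measured via a resazurin/diaphorase fluorescence readout of residual NADH.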
TrxR1 substrate: is turned over as a substrate by rat TrxR1; purified TrxR1 substrate turnover, NADPH consumption readout; Potency, µM (titrated, usually from 114 µM), without a hit: at the top dose activity change, negative = substrate turnover; 390,000 tested, 0.01% active; also: potency is read from the fitted curve at half-maximal effect; % is scaled to controls: 0 for no effect and ±100 for the full control effect; nearly all actives have a fitted effect of over 50% in size
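Rat TrxR1, dispensed at 90 nM, was prereduced with 400 uM NADPH (final) for 5 min at ~22 deg C, then incubated with compound 15 min before 400 uM selenite. A first-read NADPH fluorescence drop versus no-compound background flagged substrates.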
IDH1 R132H inh: blocks human mutant IDH1 R132H enzyme | O75874 | IDH1-R132H enzyme, NADPH consumption, diaphorase/resazurin fluorescence | Potency, µM (titrated, usually from 76.6 µM), without a hit: at the highest dose activity change, negative = inhibition, usual class: inhibitors | 390,000 tested, 0.093% active; also: potency is read from the fitted curve at half-maximal effect; % is scaled to controls: 0 for no effect and ±100 for the full control effect; nearly all actives have a fitted effect of over 65% in size
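IDH1-R132H (0.5 ug/mL) preincubated 30 min with compound, then NADPH (0.016 mM) and alpha-KG (2 mM) added; 80 min at RT, pH 7.5. Remaining NADPH coupled via diaphorase/resazurin to fluorescence (540/590 nm); concentration-response curves normalized to no-enzyme control.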
USP1 inh: blocks the human USP1/UAF1 deubiquitinase complex; O94782; recombinant USP1/UAF1, Ub-Rhodamine cleavage fluorescence; Potency, µM (top dose mostly 57.1 µM), without a hit: top-dose activity change, negative = inhibition, most hits filed as inhibitors; 390,000 tested, 0.23% active; AID 743255; also: potency is read from the fitted curve at half-maximal effect; % is scaled to controls: 0 for no effect and ±100 for the full control effect; nearly all actives have a fitted effect of over 60% in size; inactives centre near -12
Target sequence (O94782 whole entry, looked up): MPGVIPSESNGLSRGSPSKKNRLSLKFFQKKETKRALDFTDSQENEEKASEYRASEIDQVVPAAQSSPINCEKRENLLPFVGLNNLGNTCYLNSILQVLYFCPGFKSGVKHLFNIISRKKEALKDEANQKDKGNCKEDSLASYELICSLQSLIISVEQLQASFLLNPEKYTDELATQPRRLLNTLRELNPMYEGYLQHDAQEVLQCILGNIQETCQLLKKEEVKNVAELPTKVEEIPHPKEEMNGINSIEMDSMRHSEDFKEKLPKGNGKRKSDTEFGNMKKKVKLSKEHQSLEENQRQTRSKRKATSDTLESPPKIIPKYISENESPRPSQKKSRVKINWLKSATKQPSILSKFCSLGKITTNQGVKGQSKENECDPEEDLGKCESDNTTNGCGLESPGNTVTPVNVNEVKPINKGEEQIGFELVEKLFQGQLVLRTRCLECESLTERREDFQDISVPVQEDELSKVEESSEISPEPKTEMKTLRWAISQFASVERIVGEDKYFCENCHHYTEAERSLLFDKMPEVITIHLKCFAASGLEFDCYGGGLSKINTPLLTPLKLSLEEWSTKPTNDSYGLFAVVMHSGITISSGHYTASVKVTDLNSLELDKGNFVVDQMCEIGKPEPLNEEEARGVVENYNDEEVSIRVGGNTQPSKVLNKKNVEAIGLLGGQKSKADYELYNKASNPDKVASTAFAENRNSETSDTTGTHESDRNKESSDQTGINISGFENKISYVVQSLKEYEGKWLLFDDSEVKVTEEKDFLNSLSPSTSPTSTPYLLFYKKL
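1 nM enzyme complex + cpd, 15 min RT; start with Ub-Rho 150nM final; kinetic fluorescence ex 480/em 540, 6 reads q60 s. Buffer 50mM HEPES pH 7.8, 0.5mM EDTA, 0.1 mg/ml BSA, 1mM TCEP, 0.01% Tween-20.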
Vif-A3F inh: blocks the Vif interaction with APOBEC3F; Potency, µM (highest dose often 46.1 µM), without a hit: at the top dose activity, negative = active; 390,000 tested, 0.2% active; HeLa A3F-eYFP + Vif (tagged APOBEC3F with the HIV-1 protein that degrades it), YFP fluorescence increase; AID 602313; also: potency is read from the fitted curve at half-maximal effect; % of control where 0% means no effect; nearly all actives have a fitted effect of over 65% in size
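HeLa cells stably expressing Vif plus C-terminally eYFP-tagged A3F were seeded, incubated overnight at 37 deg C, dosed with compound, incubated overnight again at 37 deg C. Yellow fluorescence (Ex 488/Em 500-530) reported blocked Vif-mediated A3F-eYFP degradation.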
Numbers without * were called inactive; ? = inconclusive; . = not tested or not shown; & = joins results of further samples; [ ] = another dose, or the depositor's remark. Unless noted, calls follow the shape of the dose curve; as a rule, active = well fitted curve in the direction sought with a large enough effect; inconclusive = small, poorly fitted or top-dose-only effect, or another doubt; inactive = no such curve, though single readings can be large; an effect the other way counts as inactive or inconclusive.

Values in the order – Vif-A3G inh	IDH1 R132H inh	LDHA block	RXFP1 agonist	Vif-A3F inh	PI4K2A block	TrxR1 substrate	GRP78 ERSR act	USP1 inh
> O=C(CN(Cc1ccco1)C(=O)CNS(=O)(=O)c1ccc(F)cc1)NCc1ccccc1
→ 2.3%	-1.9%	-11.7	2.3%	9.1%	-0.5	2.7%	-3.7%	-3.5%
> COc1cc(OC)cc(C(=O)Nn2cc(C(=O)Nc3ccc(F)cc3F)c3ccccc3c2=O)c1
→ 0.5%	-3.6%	-8.9	1.9%	2.0%	-0.4	-2.7%	-0.3%	-5.3%
> CC(=O)N1CCOc2cc(S(=O)(=O)N3CCN(c4ccccc4)CC3)c(Cl)cc21
→ -3.7%	2.7%	-1.9	1.9%	8.0%	1.3	5.9%[57.1 µM]	-4.5%	-29.7%
> O=C(NCCN1CCCCCC1)C1CCC(CNS(=O)(=O)c2cccc3cccnc23)CC1 (stereo not drawn)
→ 0.2%	5.9%	-6.3	3.0%	1.1%	-3.8	3.8%	-6.3%	?
> O=C(NC(NC1CCS(=O)(=O)C1)C(=O)c1cccs1)c1ccccc1 (stereo not drawn)
→ 0.4%	-1.2%	-2.4	-1.3%	5.6%	4.6	-4.0%	3.1%	-19.3%
> COCCN(Cc1ccccc1)C(=O)Cc1ccc(OC)c(S(=O)(=O)N2CCOCC2)c1
→ -4.3%	3.3%	-4.3	-0.6%	-17.4%	6.0	10.2%	-0.1%	-13.7%
> Cc1cc(C)cc(NC(=O)C(OC(=O)Cn2cnc3c2c(=O)n(C)c(=O)n3C)c2ccccc2)c1 (stereo not drawn)
→ 0.5%	1.0%	-5.2	0.1%	-0.3%	-2.3	-2.7%	-1.2%	-20.6%
> O=C(NC(=S)NCCCN1CCOCC1)c1cccc2ccccc12
→ 1.9%	-2.4%	-5.9	-2.6%	-1.6%	5.2	35.5%	-4.6%	-6.1%
> CC1CCCC(C)N1C(=O)CSc1nc2ncnc(N)c2[nH]1 (stereo not drawn)
→ 0.9%	2.1%	-3.1	0.1%	-8.1%	-0.4	2.3%	-3.2%	-3.0%
> CC(NC(=O)c1nn(C)c2c1CS(=O)(=O)c1ccccc1-2)c1ccccc1 (stereo not drawn)
→ 1.4%	0.0%	-2.0	-3.4%	1.3%	0.0	-0.8%	-4.0%	-19.7%
> CCNC(=O)OCCC12CC3CC(CC(C3)C1)C2
→ 0.6%	3.3%	0.5	1.7%	-12.5%	1.3	7.4%[57.1 µM]	0.7%	-4.5%
> O=[N+]([O-])c1cccc(Nc2c([N+](=O)[O-])ccc3nonc23)c1
→ 0.1%	0.8%	-3.1	-0.6%	-4.6%	6.5	5.1%[57.1 µM]	-1.9%	-1.9%
> Cc1ccc(NC(=O)c2noc3c2CC(C(C)(C)C)CC3)cc1 (stereo not drawn)
→ 0.4%	1.8%	-4.2	-0.4%	5.4%	-0.6	16.1%[57.1 µM]	-0.9%	1.0%
> COc1ccccc1CN1CCCC(C(=O)N2CCCCC2)C1 (stereo not drawn)
→ 2.5%	6.1%	1.9&-20.1	0.4%	3.4%	-0.2	-6.0%[57.1 µM]	-1.2%	-18.0%
> CCNc1nc(NCC)n2c(SCC(=O)Nc3ccccc3Cl)nnc2n1
→ -1.6%	1.1%	-1.0	1.0%	8.9%	-4.5	11.5%	-3.6%	-11.1%
> C[C@H](CO)N1C[C@H](C)[C@@H](CN(C)C(=O)NC2CCCCC2)Oc2c(NC(=O)C3CCCCC3)cccc2C1=O
→ -2.2%	-5.6%	4.8	.	4.5%	-3.8	-6.7%	1.3%	-20.6%
> Cc1cc(C)cc(NC(=O)NCCn2nnc3cc(S(=O)(=O)N(C)C)ccc32)c1
→ 5.3%	2.1%	-7.5	1.5%	0.0%	0.1	-5.1%[57.1 µM]	-3.7%	-9.4%
> CC(=O)C1=CCC(c2ccc(Cl)c(Cl)c2)N(S(=O)(=O)c2ccc(C)cc2)C1 (stereo not drawn)
→ -13.5%	.	-14.3	.	.	3.5	.	-5.0%	.
> COc1cccc(N2CCN(C(=O)c3ccc(CSc4nc5ccncc5[nH]4)cc3)CC2)c1
→ 3.1%	14.2%	-1.2	0.7%	2.0%	3.5	-7.9%[57.1 µM]	-3.9%	-14.2%
> CN(C)S(=O)(=O)c1ccc(Cl)c(NC(=O)C2CCN(S(=O)(=O)c3cccs3)CC2)c1
→ -0.7%	9.1%	-9.3	1.5%	1.4%	-5.6	-0.3%	-2.0%	-16.1%

(list continues)
Values in the order – Vif-A3G inh	IDH1 R132H inh	LDHA block	RXFP1 agonist	Vif-A3F inh	PI4K2A block	TrxR1 substrate	GRP78 ERSR act	USP1 inh
> CC1CN(c2ccccc2)C(=O)CS1 (stereo not drawn)
→ 0.5%	-5.7%	-0.3	1.2%	-0.1%	-3.2	9.1%	-3.8%	-8.2%
> COc1ccc(CN2C[C@@H](CO)O[C@@H](n3cnc4c(NCc5cc(OC)c(OC)c(OC)c5)ncnc43)C2)cc1
→ -1.4%	.	-3.7	.	.	3.4	.	-3.7%	.
> Cn1c(=O)oc2cc(S(=O)(=O)CCC(=O)NCc3ccccc3)ccc21
→ -1.3%	-3.0%	-1.5	-1.3%	-4.8%	2.5	0.0%	-0.9%	-8.5%
> COc1cc(CNc2ncnc3c2ncn3[C@H]2CN(Cc3ccncc3)C[C@@H](CO)O2)cc(OC)c1OC
→ 2.5%	.	-7.2	.	.	3.5	.	-2.1%	.
> O=C(COc1ccccc1F)Nc1ccc2nc(SCC(=O)N3CCCC3)sc2c1
→ -6.4%	0.0%	-0.8	7.3%	-17.6%	-3.5	-3.8%	-3.0%	-13.5%
> CC(=O)N1c2c(cc(Br)cc2S(=O)(=O)N2CCN(c3ccccc3F)CC2)CC1C (stereo not drawn)
→ 0.7%	-1.1%	-1.7	0.1%	1.1%	0.0	-14.2%	-4.1%	-12.6%
> Brc1ccc(/C=N/N2CCN(C3c4ccccc4-c4ccccc43)CC2)s1
→ -0.9%	-1.1%	2.2	2.2%	-1.5%	-3.0	16.8%[57.1 µM]	-6.3%	-3.0%
> O=C(Nc1ccc([N+](=O)[O-])cc1Cl)c1cccc([N+](=O)[O-])c1
→ -1.7%	-4.5%	0.7	.	0.5%	-1.1	.	-0.1%	-22.4%
> Cn1c(=O)c2c(nc(Br)n2CCSc2ncccn2)n(C)c1=O
→ 3.0%	6.4%	-8.8	0.3%	-2.9%	1.4	24.4%	4.5%	-25.5%
> O=C(NC1CCN(Cc2ccccc2)CC1)c1c(Cl)cccc1Cl
→ 2.0%	27.7%	-1.3	-3.2%	-7.9%	-6.7	-2.4%	-2.2%	-1.5%
> Cc1cccc(NC(=O)C2CCCN2S(=O)(=O)c2ccc3nc(-c4ccccc4)[nH]c3c2)c1 (stereo not drawn)
→ -7.4%	-1.4%	3.7	2.1%	-1.7%	-12.5	4.9%	-3.3%	-21.1%
> CCOC(=O)c1ccc(Nc2ccc([N+](=O)[O-])cn2)cc1
→ -3.4%	5.4%	-5.2	-1.1%	-3.1%	4.6	-14.8%	3.9%	-8.3%
> CCOC(=O)N1CCN(C(=O)CN(c2ccccc2OC)S(=O)(=O)c2ccc(OC)cc2)CC1
→ 0.8%	13.1%	-2.1	1.2%	10.2%	0.1	3.0%[57.1 µM]	-3.8%	?
> CCc1nc(N2CCN(C(=O)c3ccccc3)CC2)c(C#N)c2c1COC(C)(C)C2
→ -2.0%	-2.8%	6.5	-0.5%	-1.2%	-4.4	41.8%[activator][57.1 µM]	-3.2%	0.1%
> Cc1c(NC(=O)OCc2ccccc2)c(=O)n(-c2ccccc2)n1C
→ -0.1%	-0.8%	-1.9	0.1%	4.2%	-6.1	4.9%	-3.2%	-23.8%
> COc1ccc(NC(=O)c2cncn2-c2ccccc2)cc1
→ -9.1%	-3.0%	-0.4	1.4%	2.2%	-3.6	0.1%[57.1 µM]	1.3%	-24.3%
> CCOc1ccc(-n2c(Cc3cc(=O)[nH]c(=O)[nH]3)nnc2SCC(=O)NC2CCCC2)cc1
→ 2.0%	-10.4%	4.5	2.6%	-0.5%	5.2	10.4%	-0.2%	-17.2%
> O=c1[nH]c(CN2CCc3ccccc3C2)nc2ccccc12
→ 0.6%	4.2%	13.1	-0.9%	5.3%	-9.6	14.0%[57.1 µM]	-0.8%	-25.7%
> Fc1ccc(N2CCN(Cc3cccn3-c3nnc(N4CCN(C5CCCCC5)CC4)s3)CC2)cc1
→ 0.6%	13.1%	-1.9	3.0%	1.1%	-3.3	-1.1%	-1.7%	-19.9%
> Cc1ccc(-c2noc(-c3ccc(NCC4CCCO4)c([N+](=O)[O-])c3)n2)cc1 (stereo not drawn)
→ -2.7%	5.8%	-1.3	3.3%	-2.1%	3.9	0.2%	-1.0%	?
> O=C(NCc1ccccc1)C(c1cccnc1)N(C(=O)c1ccccn1)c1ccccc1F (stereo not drawn)
→ 1.3%	-6.1%	-3.3	0.3%	3.5%	0.6	-7.4%	-1.9%	-13.0%
> CN1C(=O)S/C(=C\c2ccccc2OCc2ccc(C(=O)O)cc2)C1=O
→ 1.0%	-5.1%	-2.7	0.5%	16.5%	-3.8	0.5%[57.1 µM]	2.0%	-33.6%
> CCOC(=O)c1cccc(NC(=O)c2ccco2)c1
→ -0.2%	-9.2%	-8.9	0.0%	-13.8%	11.5	9.9%	0.0%	-13.1%

These rows are one share of the data. The share of hits here may be higher or lower than overall.
